Screening results as filed in PubChem BioAssay.
GALK inh – galactokinase (human) inhibition; P51570; Purified GALK, Kinase-Glo residual ATP luminescence; Potency, µM (top dose mostly 57.5 µM), inactives show at the highest dose activity change, negative = inhibition, actives largely listed as inhibitors; hit rate 0.007% among 270,000; also: potency is read from the fitted curve at half-maximal effect; % is scaled to controls: 0 for no effect and ±100 for the full control effect
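Compounds were pin-transferred into ATP buffer (35 uM final), then GALK plus galactose (5 nM, 100 uM final) was added. After 1 h at room temperature, Kinase-Glo Plus was added and luminescence read after 10 min.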
Tb PFK block – blocks T. brucei phosphofructokinase; Potency, µM (series often up to 57.5 µM), for the others: top-dose activity, negative = inhibition, most hits filed as inhibitors; hit rate 0.17% among 330,000; O15648; T. brucei PFK, ADP-Glo luminescence; AID 485367;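 also: potency is read from the fitted curve at half-maximal effect; 0% = uninhibited 1x PFK enzyme wells and -100% = no-enzyme wells; nearly all actives have a fitted effect of over 60% in size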
Target sequence (O15648 whole entry, looked up): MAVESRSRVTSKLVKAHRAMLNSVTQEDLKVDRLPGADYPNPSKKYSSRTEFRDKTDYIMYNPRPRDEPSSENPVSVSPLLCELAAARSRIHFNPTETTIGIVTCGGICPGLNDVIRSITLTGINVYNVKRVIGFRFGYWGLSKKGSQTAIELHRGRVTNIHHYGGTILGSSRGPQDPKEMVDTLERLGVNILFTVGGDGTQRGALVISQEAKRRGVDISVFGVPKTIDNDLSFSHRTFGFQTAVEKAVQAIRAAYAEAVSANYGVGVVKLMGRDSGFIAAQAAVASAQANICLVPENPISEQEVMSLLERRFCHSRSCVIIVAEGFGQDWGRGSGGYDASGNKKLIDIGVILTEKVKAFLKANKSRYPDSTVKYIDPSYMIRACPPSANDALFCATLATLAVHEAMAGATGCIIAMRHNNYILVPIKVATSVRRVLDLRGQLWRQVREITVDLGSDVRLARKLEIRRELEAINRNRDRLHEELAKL
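Luminescent ADP detection (ADP-Glo, two-step: ATP depletion then ADP-to-ATP conversion for luciferase) reported PFK activity after 45 min room-temperature reaction of 1.25 nM enzyme with 0.5 mM F6P and 0.1 mM ATP at pH 8.0.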
FBPA coupling cs – coupling enzyme interference in Giardia aldolase counter-screen. activity change, negative = inhibition, % at 58.2 µM, hits read low. coupling enzyme system counterscreen, AmpLite Red fluorescence. hit rate 0.67% among 290,000; in the data active = activity change below about -30%; also: % is scaled to controls: 0 for no effect and ±100 for the full control effect
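Counterscreen of the coupled detection system alone, without aldolase: glyceraldehyde-3-phosphate coupling enzymes plus AmpLite Red readout. Compounds at 57.5 uM final, 10 min RT preincubation, 20 min RT reaction, fluorescence 525/598 nm.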
ASM inhibitor – inhibitors of human secretory acid sphingomyelinase; AID 504937; Potency, µM (top dose mostly 57.5 µM), inactives show at the highest dose activity change, negative = inhibition, usual class: inhibitors; P17405; placental ASM, HMU-PC fluorogenic substrate, 60 min; hit rate 0.006% among 340,000; also: potency is read from the fitted curve at half-maximal effect
Target sequence (P17405 47-631 limits assumed): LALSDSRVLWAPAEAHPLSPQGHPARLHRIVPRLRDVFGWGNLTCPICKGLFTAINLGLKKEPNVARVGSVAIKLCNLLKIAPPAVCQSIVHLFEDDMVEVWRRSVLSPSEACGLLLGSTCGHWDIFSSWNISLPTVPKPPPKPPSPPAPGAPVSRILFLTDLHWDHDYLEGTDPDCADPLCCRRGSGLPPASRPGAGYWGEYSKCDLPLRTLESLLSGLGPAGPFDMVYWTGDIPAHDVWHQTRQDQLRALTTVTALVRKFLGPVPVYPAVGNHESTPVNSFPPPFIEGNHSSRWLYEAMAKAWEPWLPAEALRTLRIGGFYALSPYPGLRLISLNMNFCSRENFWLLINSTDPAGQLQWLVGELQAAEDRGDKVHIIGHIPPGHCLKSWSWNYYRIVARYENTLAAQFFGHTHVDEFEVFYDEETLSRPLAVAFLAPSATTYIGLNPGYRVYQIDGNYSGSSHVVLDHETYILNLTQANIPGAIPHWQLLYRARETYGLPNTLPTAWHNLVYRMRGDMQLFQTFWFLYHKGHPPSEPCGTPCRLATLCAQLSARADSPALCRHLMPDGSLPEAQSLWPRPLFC
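Fluorogenic HMU-PC substrate (9 uM final) is turned over by placental ASM in 60 min at 37 C after a 10 min compound preincubation. Reaction ended by alkaline stop (pH 10), with fluorescence read at 386/447 nm.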
PKM2 act – activators of human pyruvate kinase M2 | purified PKM2, Kinase-Glo ATP luminescence, activation; response scale: 0% is enzyme alone, no compound | Potency, µM (top dose mostly 57.5 µM), for inactives: at the highest dose activation, actives largely listed as activators | AID 1631 | P14618 | hit rate 0.34% among 260,000; also: potency is read from the fitted curve at half-maximal effect; % is scaled to controls: 0 for no effect and ±100 for the full control effect; nearly all actives have a fitted effect of over 55% in size
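ATP formation by purified human PK-M2, quantified via coupled luciferase luminescence after 1 h at room temperature with 0.1 mM ADP and 0.5 mM PEP final.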
Menin MLL FP TR – inhibitors of human menin-MLL interaction, mutant MLL peptide | O00255 | Potency, µM (highest dose often 61.6 µM), without a hit: top-dose FP activity change, negative = inhibition, actives largely listed as inhibitors | hit rate 0.23% among 270,000 | Menin + Texas Red MLL mutant peptide, fluorescence polarization; active = well fitted inhibition curve with a large enough effect in the polarisation, with a control signal flat, not every such curve was filed as active; inconclusive = small, poorly fitted or top-dose-only effect, or effect the other way, or a change in a side signal; inactive = no such curve, though single readings can be large or run the other way; the % refers to the polarisation; also: potency is read from the fitted curve at half-maximal effect; % of control where 0% means no effect; many of its hits are not listed in these tables
Chronic BCR inh – chronic active BCR signaling inhibition; Potency, µM (top dose mostly 46.1 µM), inactives show top-dose ratio change, negative = lower green/red ratio, actives largely listed as inhibitors; ABC-DLBCL IkBa-CBG/CBR reporter, luminescence ratio, 4 h; hit rate 0.05% among 340,000; active = well fitted inhibition curve with a large enough effect in the signal ratio, with a control signal flat, not every such curve was filed as active; inconclusive = small, poorly fitted or top-dose-only effect, or effect the other way, or a change in a side signal; the % refers to the signal ratio;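 also: potency is read from the fitted curve at half-maximal effect; plate controls were basal doxycycline-induced cells for no effect and cells given 10 µM MG132 for full effect; MG132 reads +100%, hits lower the ratio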
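Concentration-response series (up to 46 uM) were applied to TMD8 dual-reporter cells for 4 h at 37C with doxycycline. Green/red ratio, after filter-overlap correction, defined %Activity; red signal alone was normalised to basal cells and zero luminescence.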
Integrin act MD – activators of alpha7 integrin expression for muscular dystrophy; hit rate 0.064% among 350,000; Potency, µM (highest dose often 38.3 µM), for the others: at the top dose activation, usual class: activators; alpha7betagal myoblasts, beta-gal FDG fluorescence, 48 h; AID 624291;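 also: potency is read from the fitted curve at half-maximal effect; 100% = response of the positive control SU9516; nearly all actives have a fitted effect of over 60% in size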
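alpha7betagal+/- myoblasts (passage 13, 250/well) treated 48 h at 37C with compounds at 1:260 dilution of DMSO stock. Lysed, then beta-galactosidase activity read as FDG fluorescence (ex 480/em 540) after 30 min, with pre-read for autofluorescence.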
Giardia killer – Giardia lamblia killing | Giardia lamblia trophozoite viability | activity change, % at 7.66 µM, hits read low | hit rate 0.15% among 340,000 | AID 540267; in the data active = activity change below about -80%; inconclusive = between about -30% and that limit;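 also: parasites exposed to compound for two days anaerobically before the ATP read; % is scaled to controls: 0 for no effect and ±100 for the full control effect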
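Media and compound were dispensed first, then trophozoites at 100 cells/well; plates sat 48 hrs at 37 deg C without oxygen before ATP luminescence reagent was added and read after 15-30 min at room temperature.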
B2AR arrestin – agonists driving beta-arrestin recruitment to human beta2-adrenergic receptor; P07550; beta-arrestin recruitment to beta2AR, cell-based reporter; Potency, µM (series often up to 46.1 µM), for inactives: at the top dose activation, most hits filed as activators; hit rate 0.02% among 330,000; AID 492947;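 also: potency is read from the fitted curve at half-maximal effect; 0% = DMSO controls and full agonism = EC100 isoproterenol or metaproterenol; nearly all actives have a fitted effect of over 65% in size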
TSG101-PTAP inh – blocks PTAP/TSG101 interaction to inhibit HIV-1 budding; Q99816; Fluorescence polarization, FITC-PTAP peptide / Tsg101 binding; Potency, µM (series often up to 115 µM), without a hit: at the top dose activity change, negative = inhibition, most hits filed as inhibitors; 340,000 tested, under 10 active; AID 493005; active = well fitted inhibition curve with a large enough effect in the main read-out, with a control signal flat, not every such curve was filed as active; inconclusive = small, poorly fitted or top-dose-only effect, or effect the other way, or a change in a side signal; inactive = no such curve, though single readings can be large or run the other way; also: potency is read from the fitted curve at half-maximal effect; % of control where 0% means no effect
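Compounds were pin-transferred onto Tsg101 binding domain (10 uM final) in HEPES pH 7.5 buffer, then FITC-PTAP peptide was added at 50 nM final. After 20 min at RT, polarization reported peptide displacement across a qHTS concentration series.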
* marks the source's active call; other numbers are inactive results; ? = inconclusive; . = no result given; [ ] = dose if it differs, or a comment. Unless noted, calls follow the shape of the dose curve; as a rule, active = well fitted curve in the direction sought with a large enough effect; inconclusive = small, poorly fitted or top-dose-only effect, or another doubt; inactive = no such curve, though single readings can be large; an effect the other way counts as inactive or inconclusive.

Values run as follows: GALK inh | Tb PFK block | FBPA coupling cs | ASM inhibitor | PKM2 act | Menin MLL FP TR | Chronic BCR inh | Integrin act MD | Giardia killer | B2AR arrestin | TSG101-PTAP inh
- O=C(COc1ccc(Br)cc1)NC1CC1
    -3% | -10% | . | 2% | -4% | . | 5% | ? | 9 | -0.6% | -2%
- O=C(CSc1nnc2ccccn12)Nc1nsc(-c2ccccc2)n1
    -3% | -2% | 1 | 0% | -1% | -6% | 7% | 33% | 29 | 0.0% | -1%
- COc1ccc(C2C(=O)c3ccccc3C2=O)c(OC)c1
    0% | 2% | 3 | 3% | 2% | 1% | 3% | 13% | 3 | -0.7% | -2%
- Cc1cc(=O)oc2cc(OCC(=O)NC3CCN(Cc4ccccc4)CC3)ccc12
    -2% | -1% | 2 | 31%[activator] | . | -11% | -3% | 1% | 3 | -0.4% | -1%
- CC(C)C(NC(=O)c1cccs1)C(=O)NC1=NCCS1 (centres undefined)
    -2% | -11% | 1 | -4% | 13% | 30% | 3% | 1%[7.66 µM] | 21 | 0.2% | 0%
- C=C(C)CN1C(=O)C2(OCCO2)c2ccccc21
    3% | -19% | 0 | -1% | . | -23% | 1% | 9% | -8 | 0.7% | 0%
- CCCCNC(=S)N1CCn2cccc2C1c1ccccc1 (centres undefined)
    -1% | 0% | -1 | -1% | 0% | 15% | ? | -25% | 1 | -1.5% | 6%
- COC(=O)c1c(NC(=O)CSc2nnc(-c3ccco3)n2C)sc(C)c1C
    3% | 1% | 1 | 0% | 2% | -11% | -2% | -15% | 19 | -0.7% | -8%
- COc1ccc(C)cc1NC(=O)CN1C(=O)C(=O)N(C2CCCC2)C1=O
    . | -7% | . | 2% | . | . | 4% | -33% | -6 | 0.4% | -2%
- CC1N(O)C(c2ccc(Cl)cc2Cl)N(O)C1(C)C (centres undefined)
    4% | ? | 1 | -1% | -4% | 6% | ? | -3% | -8 | 0.1% | -5%
- NC(=O)C1CCN(C(=O)C2CC(=O)N(c3ccc4c(c3)OCCO4)C2)CC1 (centres undefined)
    . | -1% | . | 2% | . | . | 1% | ? | -1 | 0.0% | -3%
- COc1ccc(-c2nn(-c3ccccc3C)cc2CNC(C)Cn2cncn2)cc1F (centres undefined)
    -2% | 1% | -1 | 1% | -1% | -3% | -3% | ? | -21 | -0.3% | -6%
- CN=CC1=C(O)c2ccccc2C1=O
    -3% | -5% | 0 | 4% | -3% | 9% | -243% | -2% | 1 | -0.1% | -7%
- O=C(NCc1cccnc1)Nc1cccc(Cl)c1
    . | -1% | 1 | -1% | 0% | 10% | 7% | 5% | 13 | -1.4% | -3%
- C=CCOc1cccc(CNc2cccc(C(=O)O)c2)c1
    -2% | -2% | 17 | 4% | 0% | . | ? | 28% | -13 | -0.5% | -3%
- CCC1Oc2ccc(C)cc2N(CC(=O)NCCCN2CCOCC2)C1=O (centres undefined)
    0% | 0% | 2 | 2% | 2% | -3% | -3% | ? | -7 | 0.0% | -2%
- CC(C)=C1C2CCC1C1C(=O)N(c3nc(-c4ccccc4)c(C)s3)C(=O)C21 (centres undefined)
    3% | -12% | 2 | 0% | -12% | -6% | ? | -3% | -13 | 0.2% | -2%
- Nc1nc(Nc2ccc(Cl)cc2)nc2ccccc12
    0% | -4% | 0 | -11% | -24% | ? | ? | 26% | ? | -0.7% | -1%
- COC(=O)c1ccc(CN2CCCC(CO)(Cc3ccccc3F)C2)cc1 (centres undefined)
    2% | -2% | 1 | 0% | -1% | -10% | 0% | 17% | -9 | -0.3% | -6%
- CCC(=O)NC(C)C(c1cccs1)N1CCN(c2ccccc2)CC1 (centres undefined)
    -2% | -2% | 2 | 3% | -3% | ? | ? | 35% | -5 | -0.6% | 0%

Whole records, looked up by structure. Screens in order: GALK inh | Tb PFK block | FBPA coupling cs | ASM inhibitor | PKM2 act | Menin MLL FP TR | Chronic BCR inh | Integrin act MD | Giardia killer | B2AR arrestin | TSG101-PTAP inh
Record of CC(C)=C1C2CCC1C1C(=O)N(c3nc(-c4ccccc4)c(C)s3)C(=O)C21 (centres undefined) = 3% | -12% | 2 | 0% | -12% | -6% | ? | -3% | -13 | 0.2% | -2%
Record of CC1N(O)C(c2ccc(Cl)cc2Cl)N(O)C1(C)C (centres undefined) = 4% | ? | 1 | -1% | -4% | 6% | ? | -3% | -8 | 0.1% | -5%
Record of CCCCNC(=S)N1CCn2cccc2C1c1ccccc1 (centres undefined) = -1% | 0% | -1 | -1% | 0% | 15% | ? | -25% | 1 | -1.5% | 6%
Record of CCC(=O)NC(C)C(c1cccs1)N1CCN(c2ccccc2)CC1 (centres undefined) = -2% | -2% | 2 | 3% | -3% | ? | ? | 35% | -5 | -0.6% | 0%

Other compounds
Values run as follows: GALK inh | Tb PFK block | FBPA coupling cs | ASM inhibitor | PKM2 act | Menin MLL FP TR | Chronic BCR inh | Integrin act MD | Giardia killer | B2AR arrestin | TSG101-PTAP inh
- COc1ccc(/C(O)=C2/C(=O)C(=O)N(CCCC(=O)O)C2c2ccc(OC)cc2)cc1 (centres undefined)
    -4% | -5% | . | -2% | 1% | 3% | 2% | -3% | -3 | -0.9% | -5%
- Cn1nc(C(=O)NCc2ccc(F)cc2)c2c1-c1ccccc1S(=O)(=O)C2
    1% | 2% | 0 | -2% | . | 10% | -3% | ? | -14 | 0.3% | -3%
- CN1C(=O)/C(=C/c2ccc(C(=O)Nc3ccc(O)cc3C(=O)O)cc2)SC1=S
    4% | 1% | . | -1% | . | . | -13% | 8% | -2 | 0.0% | -11%
- COc1ccc(S(=O)(=O)N2CCCCC2)cc1NC(=O)Cc1ccsc1
    . | 2% | . | -1% | . | . | -1% | ? | 6 | -0.7% | -3%
- CC1CCCN(C(=O)c2ccncc2)C1 (centres undefined)
    2% | -5% | 2 | 1% | 0% | 24% | ? | 14% | -8 | -0.3% | -6%
- Cc1nonc1C(=O)N/N=C/c1ccc(O)cc1O
    3% | 1% | -4 | -4% | -1% | 1% | ? | -8% | 5 | 0.2% | -2%
- Cc1cc(-c2csc(Nc3ccccn3)n2)ccc1F
    -12% | 4% | -2 | -3% | -3% | ? | . | -16% | -16 | -0.4% | 2%
- CCN(CC(=O)N1CCN(Cc2ccccc2)CC1)S(=O)(=O)c1ccc(F)cc1
    -2% | -1% | 0 | . | -9% | -13% | 3% | -21% | 17 | -0.7% | -8%
- Cc1cc(NC(=O)CSc2nnc(C3COc4ccccc4O3)o2)no1 (centres undefined)
    -2% | 3% | -1 | 0% | 2% | 5% | -1% | 15% | 4 | 3.3% | -7%
- Cc1ccc(N=C2S/C(=C\c3cn(CC(=O)O)c4ccccc34)C(=O)N2C)cc1
    . | 9% | 13 | 2% | 0% | ? | 0% | 12% | -24 | -0.1% | 6%
- CC(=O)NC12CC3CC(C1)CC(C(=O)Nc1nc4c(C)cccc4s1)(C3)C2
    -9% | 1% | . | -3% | 0% | . | ? | -2% | 14 | 0.1% | .
- COc1ccccc1-n1cnnc1SCC(=O)N1CCN(C(=O)c2ccco2)CC1
    11% | 2% | 0 | 2% | 2% | -14% | -10% | -11% | 7 | 0.1% | -3%
- COc1cccc(C(=O)Nc2ncc3c(n2)CC(C)CC3=O)c1 (centres undefined)
    -1% | -1% | 4 | -1% | -3% | -13% | ? | 22%[7.66 µM] | 2 | -0.2% | -11%
- CCC1(CC)C(=O)NC(=O)NC1=NCCc1c[nH]c2ccccc12
    -2% | -5% | 3 | -1% | -7% | -13% | ? | 0% | 8 | 0.0% | -6%
- CCSC1=NCCN1S(=O)(=O)c1ccc2ccccc2c1
    -2% | -3% | 9 | 3% | 22% | 36%[activator] | 1% | 0% | -7 | 0.2% | -5%
- O=S(=O)(Nc1ncccn1)c1ccc(NC(=S)Nc2cccc(Cl)c2)cc1
    7% | -14% | 2 | . | -7% | . | ? | . | . | 0.3% | .
- C=CC[C@H](CC(=O)N(CCO)Cc1ccccc1)C(=O)N[C@H](COC(=O)[C@@H](CC=C)Cc1ccc(F)cc1)C(C)(C)C
    . | 5% | . | -3% | . | . | ? | -4% | 6 | -0.7% | .
- Cc1cccc(NC(=O)CCC2CCN(C(=O)c3ccc(C)s3)CC2)c1
    -6% | 4% | . | -2% | . | . | -2% | 7% | -15 | -0.2% | -9%

These rows are one share of the data. The share of hits here may be higher or lower than overall.
